Compound activity deposited in PubChem by Broad Institute.
NSD2 inh = blocks human histone methyltransferase NSD2 | O96028 | NSD2 peptide methylation, AlphaScreen, 120 min | inhibition, % at 12.5 µM | 310,000 compounds, 0.54% hits | AID 743445; in the data active means inhibition above about 50%
Rtt109 HAT inh = C. albicans Rtt109 histone acetyltransferase inhibition | Q5AAJ8 | purified Rtt109/Vps75, ThioGlo CoA-SH fluorescence, 4 h | inhibition, % at 34.9 µM | 330,000 compounds, 0.16% hits;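 active means inhibition of at least 50% in every replicate; inconclusive means best replicate reaches 50% inhibition but some replicates fall short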
SR-BI uptake up = SR-BI HDL lipid transfer activation. CHO ldlA[mSR-BI] cells, DiI-HDL uptake fluorescence, 3 h; 100 = double the neutral-control signal. activation, % at 12.5 µM. 320,000 compounds, 0.096% hits. AID 504775;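 active means mean replicate activation of at least 60% and every replicate at or above 60%; inconclusive means mean or all-replicate condition met, but not both; inactive means mean below 60% and not all replicates reaching 60%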;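 further: 0% = median plate neutral-control signal and 100% = twice that signal; values of inactives mirror those of a sister screen read the other way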
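Material – SR-BI-overexpressing, LDLR-lacking CHO cells · Medium – BSA-supplemented, HEPES-buffered Ham's F12, pH 7.4 · Doses – single concentration · Times – compound with DiI-HDL co-incubation, 3 h at 37 °C · Measured by – bottom-read fluorescence, 550/595 nm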
SR-BI HDL uptake = mouse SR-BI HDL lipid transfer inhibition | Q61009 | ldlA[mSR-BI] CHO cells, DiI-HDL uptake fluorescence, 3 h | inhibition, % at 12.5 µM | 320,000 compounds, 0.96% hits | AID 488896;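 active means mean replicate inhibition of at least 70% and a set share of replicates each scoring 70 or more; inconclusive means meets just one of the two criteria; inactive means fails both criteria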;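 further: 0% = median of neutral control wells and 100% = median of positive control wells; values of inactives mirror those of a sister screen read the other way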
Target sequence (Q61009 whole entry, looked up): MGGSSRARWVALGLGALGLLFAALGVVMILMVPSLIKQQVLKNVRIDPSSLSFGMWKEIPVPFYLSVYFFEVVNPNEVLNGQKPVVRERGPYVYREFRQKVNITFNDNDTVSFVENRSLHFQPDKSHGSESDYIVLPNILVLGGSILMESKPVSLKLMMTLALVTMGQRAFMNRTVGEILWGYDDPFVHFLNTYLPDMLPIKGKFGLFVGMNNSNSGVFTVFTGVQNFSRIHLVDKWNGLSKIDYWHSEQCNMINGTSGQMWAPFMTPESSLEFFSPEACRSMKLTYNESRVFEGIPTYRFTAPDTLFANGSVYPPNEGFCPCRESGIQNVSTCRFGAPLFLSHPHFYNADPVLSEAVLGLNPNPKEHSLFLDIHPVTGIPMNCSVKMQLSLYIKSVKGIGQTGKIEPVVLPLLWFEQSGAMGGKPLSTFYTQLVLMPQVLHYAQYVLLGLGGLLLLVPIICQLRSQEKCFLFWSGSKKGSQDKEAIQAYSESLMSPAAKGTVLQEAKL
CAL PDZ FP-1 = blocks peptide binding to the human CAL PDZ domain; Q9HD26; purified CAL PDZ, TMR-peptide fluorescence polarization, 1 h; inhibition, % at 24.9 µM; 300,000 compounds, 0.92% hits; AID 602252;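 active means mean inhibition of at least 30% with at least half of replicates also reaching 30%; inconclusive means no clear call, values can overlap the other calls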;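 further: 0% = DMSO neutral control and 100% = excess unlabeled competitor peptide PRC23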
MITF TRPM1 HTS = increases MITF-driven TRPM1 promoter luciferase signal; SK-MEL-5 TRPM1-promoter luciferase, 24 h; % of positive control, neutral wells = 0; activation, % at 12.5 µM; 300,000 compounds, 0.75% hits;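 active means mean activation of at least 80% with every replicate also reaching 80%; inconclusive means mean reaches 80% but some replicate falls short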;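 further: 0% = neutral control wells and 100% = parthenolide positive control wells; values of inactives mirror those of a sister screen read the other way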
PvdQ acylase = P. aeruginosa PvdQ acylase inhibition | purified PvdQ acylase, fluorescence plate reader | inhibition, % at 10 µM | 340,000 compounds, 0.063% hits | AID 488965; in the data active means inhibition above about 30%, passing the limit was not always enough; inconclusive means no clear call, values can overlap the other calls;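 further: 0% = vehicle neutral wells and 100% = reference inhibitor wells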
PfHsp90 set2 = inhibits growth of yeast expressing Plasmodium falciparum Hsp90; S. cerevisiae expressing PfHsp90, BacTiter-Glo ATP, 48 h; yeast lacking PDR1 and PDR3 efflux regulators; inhibition, % at 9.4 µM; 310,000 compounds, 0.32% hits;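 active means every replicate shows inhibition above about 80%, whatever the replicate mean, limit read from the data; inconclusive means mean inhibition reaches the set limit but some replicate falls short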;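 further: 0% = DMSO neutral controls and 100% = 20 µM radicicol positive controls; yeast relying on Plasmodium falciparum Hsp90 in place of its own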
CAL PDZ FP-2 = blocks peptide binding to human CAL PDZ domain. purified CAL PDZ, TMR-peptide fluorescence polarization, 1 h. inhibition, % at 20 µM. 330,000 compounds, 0.02% hits. AID 504414;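 active means highest replicate inhibition of at least 40%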;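 further: plate controls were DMSO neutral control wells for no effect and unlabeled competitor peptide control wells for full effect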
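Test system: tagged CAL PDZ domain / Buffer or medium: sodium phosphate/NaCl buffer pH 7.4 with TCEP, IgG, Thesit / Reagent: TMR-labelled reporter peptide T*-PRC34 bound in PDZ groove / Compound dosing: single point, 20 µM / Schedule: 1 h incubation at room temperature before polarization reading / Technique: fluorescence polarization (mP) / Benchmarks: unlabelled peptide, DMSO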
dFosB activator = mouse delta FosB homodimer activation. P13346. purified delta FosB, TAMRA-CDK5 oligo fluorescence polarization; percent of positive-control signal above neutral wells. activation, % at 25 µM. 340,000 compounds, 0.99% hits. AID 493131;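 active means mean activation above about 17%, with every replicate also reaching it, limit read from the data, passing the limit was not always enough; inconclusive means only one of the two conditions met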;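 further: fluorescence polarization rise as delta FosB binds a TAMRA Cdk5 AP-1 oligo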
Target sequence (P13346 whole entry, looked up): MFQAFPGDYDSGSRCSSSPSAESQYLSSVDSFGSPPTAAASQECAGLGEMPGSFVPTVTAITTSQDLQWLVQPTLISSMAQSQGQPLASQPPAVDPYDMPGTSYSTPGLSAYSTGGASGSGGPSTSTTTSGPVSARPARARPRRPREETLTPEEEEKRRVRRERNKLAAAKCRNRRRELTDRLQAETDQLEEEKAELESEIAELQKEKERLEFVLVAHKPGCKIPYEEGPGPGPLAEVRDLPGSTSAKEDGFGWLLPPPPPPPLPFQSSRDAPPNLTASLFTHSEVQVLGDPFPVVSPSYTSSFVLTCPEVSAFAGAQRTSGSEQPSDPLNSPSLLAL
Starred values were filed as active, the others as inactive; ? = inconclusive; nt = no result given.

SMILES	NSD2 inh	Rtt109 HAT inh	SR-BI uptake up	SR-BI HDL uptake	CAL PDZ FP-1	MITF TRPM1 HTS	PvdQ acylase	PfHsp90 set2	CAL PDZ FP-2	dFosB activator
COc1ccc(/C=N/NC(=O)c2ccccc2O)cc1CN1CCOCC1	1	-3	-12	12	6	-13	8	11	0.7	-6
CCOC(=O)c1c(C)n(O)c2ccc(Cl)cc2c1=O	21	3	17	-17	nt	5	14	4	0.0	-2
CN(CC(=O)Nc1cccc(F)c1)C(=O)CSc1ccc(Br)cc1	19	6	32	-32	0	6	7	nt	-1.2	-5
CN1CCN(c2ccccc2NC(=O)c2ccc(-c3ccc(Br)cc3)o2)CC1	nt	-14	-10	10	-7	-14	-16	13	4.2	-6
Cc1[nH]c(C(=O)O)c(C)c1C(=O)OC(C)C	1	-3	-14	14	-5	-14	5	-10	-0.5	6
Cn1c(N)c(C(=O)COC(=O)Cn2cc(C(F)(F)F)ccc2=O)c(=O)n(C)c1=O	-4	-20	9	-9	0	-1	-13	0	nt	-2
CCOC(=O)C1=C(CN2CCCCCC2)NC(=O)NC1c1ccc2c(c1)OCO2 (configuration not stated)	4	9	-58	58	-4	5	0	nt	-1.6	1
CCN(CC)Cc1c(O)ccc2c(=O)c(Oc3ccccc3OC)c(C)oc12	-2	-101	-7	7	5	-2	1	-1	-0.7	1
CC(=O)c1cccc(NC(=O)NCc2cccs2)c1	nt	9	nt	nt	-1	nt	5	0	0.3	-4
O=C(NCC(=O)N(Cc1ccco1)C(C(=O)NC1CCCC1)c1cccnc1)c1cccs1 (configuration not stated)	nt	8	4	-4	0	-5	0	9	nt	6
O=C(CC(Sc1ccccc1)c1cccs1)c1ccco1 (configuration not stated)	-6	6	16	-16	-2	0	1	-32	-2.3	-1
O=C(c1ccc(F)cc1)N1CCN2C(=O)c3ccccc3C12c1ccccc1 (configuration not stated)	0	1	0	0	-1	nt	-22	22	-1.0	-3
Cc1onc(-c2c(F)cccc2Cl)c1C(=O)OCC(=O)NCc1ccccc1	-3	-3	-17	17	-1	-6	-15	10	-0.7	-15
COc1cc(NC(=S)NC(=O)c2cccs2)ccc1NC(=O)C(C)C	2	-25	-52	65	-4	26	-17	nt	-1.4	-6
CC(O)CNc1cc(N)c([N+](=O)[O-])cc1[N+](=O)[O-] (configuration not stated)	10	16	3	-3	2	-15	10	-9	0.9	-1
CCCCC(NC(=O)Cc1c(C)c2cc3c(C)c(C)oc3c(C)c2oc1=O)C(=O)O (configuration not stated)	3	9	-5	5	-9	-6	7	4	-3.7	-1
COC(=O)c1c(NC(=O)c2ccoc2C)sc2c1CCC2	2	-10	-22	22	2	4	-3	-2	-0.7	-10
CC(C)(C)CC(C)(C)NC(=O)CSCC(=O)Nc1ccc2ccccc2c1	nt	-2	-12	12	-2	-6	-25	12	-1.8	-11
Cc1ccc(S(=O)(=O)N(C)C)cc1NC(=O)COC(=O)C1CC1	-8	7	44	-44	-5	7	-12	-16	-1.9	0
Cc1ccc(C2C(C#N)=C(N)Oc3n[nH]c(-c4cccnc4)c32)o1 (configuration not stated)	-2	2	23	-23	-7	-7	0	-22	-5.1	3
C=C(C)c1cccc(C(C)(C)NC(=O)Nc2ccc3[nH]c(=O)[nH]c3c2)c1	2	2	44	-44	-2	4	8	2	1.1	1
O=C(Nc1ccccc1)c1ccc(CSc2ccccn2)cc1	-6	8	-28	28	-14	70	-11	8	-1.1	-4
Cc1cc(NC(=O)NN2CCOCC2)nn1-c1c(Cl)cccc1Cl	-3	-6	4	-4	3	0	2	-8	-0.1	-2
COc1ccc(-c2cc(CCCC(=O)N3CCN(c4ccc(OC)cc4)CC3)no2)cc1	nt	-5	-3	3	6	7	-14	-3	-0.1	-5
CN(CC(=O)Nn1cnnc1)S(=O)(=O)c1ccccc1	3	-7	36	-36	nt	6	-7	-20	-0.6	7
O=C(Nc1ccc2c(c1)OCCO2)c1ccc(Br)s1	-2	11	-17	17	-7	16	5	-7	-0.1	-2
O=C(CC(=O)Nc1cccc(F)c1)Nc1cccc(F)c1	-2	-1	20	-20	-2	nt	-7	0	-4.0	-2
Nc1nc(Sc2ccc([N+](=O)[O-])cc2[N+](=O)[O-])n[nH]1	5	-1	24	-24	3	nt	-20	-31	0.5	-7
O=C1CSC(c2ccccc2O)N1Cc1ccccc1 (configuration not stated)	-3	-17	2	-2	-1	-5	-3	-10	-0.1	-6
Cc1cc(C)nc(SCc2ccc([N+](=O)[O-])cc2)n1	2	-2	-7	7	0	12	-12	-3	-0.7	7
CCn1cc(CN2CCC(n3nccc3NC(=O)c3ccc(OC)cc3)CC2)cn1	-1	2	3	-3	-2	-2	4	10	-2.2	-8
CCOc1cc(NC(=O)c2ccco2)c(OCC)cc1NC(=O)COc1ccccc1C	-15	0	-67	67	1	-7	-1	-23	-1.1	-10
Cc1onc(NC(=O)c2ccc(Cl)cc2Cl)c1Br	-2	-4	13	-13	nt	54	11	11	-0.6	-7
Cc1c(C(c2ccccc2)c2c(C)n(C)n(-c3ccccc3)c2=O)c(=O)n(-c2ccccc2)n1C	-4	-1	30	-30	nt	5	-11	-4	1.0	-2
CC(=O)Oc1ccc(C(=O)[C@H]2[C@H]3C(=O)N(c4ccc(C)cc4C)C(=O)[C@H]3[C@@H]3C=CC=NN32)cc1	0	23	nt	nt	6	nt	-13	-11	-0.1	-15
COc1ccc(CCNC(=O)C2(C)CCC(=O)N2CCC(C)C)cc1OC (configuration not stated)	nt	-4	nt	nt	nt	-3	-6	-25	-2.7	-7
COCCn1c(=NC(=O)c2sc3ccccc3c2Cl)sc2cc(S(N)(=O)=O)ccc21	-2	0	9	-9	-4	7	15	5	0.0	-21
Nc1c(C(=O)Nc2ccccc2)sc2nc3c(c(-c4ccco4)c12)CCCC3	1	8	-32	32	0	26	-13	-36	-1.7	-8
COC(=O)c1ccc(OC(=O)c2ccncc2)cc1O	1	3	-18	18	-4	18	18	-24	-0.1	11
CCCc1nnc2c(N(C)S(=O)(=O)c3ccccc3)nc3ccccc3n12	1	13	9	-9	0	13	1	-8	0.6	-8
CCOc1cc(NC(=S)NCC2CCCO2)c(OCC)cc1NC(=O)C1CC1 (configuration not stated)	0	nt	13	-13	-1	9	-7	21	0.8	-5
COc1ccc(CNC(=O)c2ccc(Cn3nc(C)cc3C)o2)cc1	0	2	5	-5	-7	7	-6	-32	-1.1	-1
Cc1c(Br)cc(C(=O)NCc2ccco2)c(C)c1C	2	8	-37	37	5	-1	1	-9	-0.1	-2
Cc1ccc(NC(=O)COC(=O)c2ccc(Cl)nc2)cc1S(=O)(=O)N1CCCCC1	-7	16	1	-1	2	1	8	-1	0.5	-11
O=C(COC(=O)C(O)C(O)C(=O)OCC(=O)c1ccc(C(F)(F)F)cc1)c1ccc(C(F)(F)F)cc1 (configuration not stated)	-1	3	13	-13	nt	nt	3	17	-2.5	4
Cc1nnc(SCC(=O)c2c(N)n(C)c(=O)n(C)c2=O)[nH]c1=O	15	6	-15	15	-5	nt	-6	-4	-0.1	-1
CC(C)C(C(=O)OCC(=O)c1ccccc1)N1C(=O)C2C3C=CC(C3)C2C1=O (configuration not stated)	0	2	16	-16	7	16	-2	15	-2.2	-6
Cc1nn(-c2ccc(N3CCCCC3)nn2)c(C)c1CCC(=O)Nc1ccc(F)c(F)c1	-1	40	-49	49	-5	60	9	9	-2.1	-2
c1ccc(CSc2ccc(-c3cccnc3)nn2)nc1	-6	-2	-3	3	-2	27	-11	0	0.2	-6
Cc1ccccc1C1CCCN(Cc2nc(CC3CC3)no2)C1 (configuration not stated)	-3	9	15	-15	nt	6	-9	11	-1.5	-7
Cc1cccc(C(=O)OC(C)C(=O)Nc2ccc(S(=O)(=O)Nc3ncccn3)cc2)c1C (configuration not stated)	-1	7	12	-12	-4	-3	-2	-6	-0.2	-4
CCOC(=O)c1cccc(NC(=O)C2CCCN(S(=O)(=O)c3c(C)nn(C)c3C)C2)c1 (configuration not stated)	nt	-1	nt	nt	6	-12	-7	28	-2.0	-7
CCCOc1ccc(N2C(=O)CC(N(Cc3ccco3)C(C)=O)C2=O)cc1 (configuration not stated)	-1	-2	26	-26	1	-8	-14	-7	-1.6	0
COc1ccc(N(Cc2cc3ccc(C)cc3[nH]c2=O)C(=O)c2ccco2)cc1	3	-4	-21	21	-5	-13	-14	3	-1.3	-7
Cc1ccc2cc(CN(Cc3ccco3)C(=O)c3ccccc3)c(=O)[nH]c2c1C	nt	1	-24	24	-21	3	-17	9	-1.1	2
O=C(CN1CCN(Cc2ccc(Cl)cc2)CC1)N/N=C/c1ccccc1F	1	-9	7	-7	-1	-8	-15	5	0.5	-10
C=CCOC(=O)C1=C(C)NC(SCC(=O)OCC)=C(C#N)C1c1ccc(C)cc1 (configuration not stated)	0	1	-45	45	3	-1	-3	58	-1.8	-15
O=C(COC(=O)CN1C(=O)NC2(CCCC2)C1=O)NCc1ccc(Cl)cc1Cl	-4	13	-8	8	-3	2	11	3	0.3	-3
Cc1cccc(NC(=O)CSc2nnc(-c3ccco3)c(-c3ccco3)n2)c1C	nt	12	-23	23	-2	8	8	10	-1.3	-11
Cc1cc(=O)[nH]c(-c2cccnc2)n1	-1	6	2	-2	0	0	6	25	0.8	-5
Remaining list, next part:
SMILES	NSD2 inh	Rtt109 HAT inh	SR-BI uptake up	SR-BI HDL uptake	CAL PDZ FP-1	MITF TRPM1 HTS	PvdQ acylase	PfHsp90 set2	CAL PDZ FP-2	dFosB activator
N#Cc1cccc(S(=O)(=O)NCCOc2ccccc2F)c1	0	-9	-4	4	-4	0	-2	10	1.7	1
Cc1ccc(-n2ncc3c2CC(C)(C)CC3NC(=O)CCCN2CCCCC2=O)cc1 (configuration not stated)	-4	10	2	-2	-19	-7	2	3	-2.0	-3
NC(=O)c1cc2cc(Cc3ccccc3Cl)ccc2oc1=O	-2	19	nt	nt	3	18	9	nt	-0.9	-3
c1ccc(COc2ccc(CNn3cnnc3)cc2)cc1	nt	3	-10	10	3	11	-10	-44	0.2	-2
O=C(NCCOc1ccccc1)c1cc([N+](=O)[O-])ccc1N1CCOCC1	2	-3	?	-118	-8	-16	-10	8	-0.6	-3
